# Lamin A splicing: changes lamin A minigene splicing in HeLa cells; 200,000 tested, 0.01% active; Potency, µM (highest dose often 46.1 µM), for the others: at the highest dose ratio change, negative = inhibition, usual class: inhibitors; HeLa LMNA splicing GFP/RFP minigene ratio, 48 h; active means well fitted inhibition curve with a large enough effect in the signal ratio, with a control signal flat, not every such curve was filed as active; inconclusive means small, poorly fitted or top-dose-only effect, or effect the other way, or a change in a side signal; the % refers to the signal ratio; further: potency means the concentration at half of the fitted maximal effect; on the % scale 0 is the no-effect control and ±100 the full control effect
#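 S3 HeLa cells stably expressing lamin A-EGFP splicing minigene plus DsRed2, 600 cells/well, 48 h compound exposure at 37C. Laser-scanning cytometry; analysed as GFP (500-530 nm)/RFP (575-640 nm) total intensity ratio; 0.5% DMSO vehicle.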
# IMPase Li cell: cell-permeable IMPase inhibitors with lithium potentiation | CHO-M1 cells, IP1 TR-FRET (IP-One), carbachol + lithium | Potency, µM (doses to about 59.4 µM), for inactives: at the highest dose activity, negative = IMPase inhibition, usual class: inhibitors | 210,000 tested, 0.35% active | AID 1457;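 further: IP1 builds up when IMPase is blocked and the TR-FRET signal falls; potency means the concentration at half of the fitted maximal effect; plate controls were basal vehicle for no effect and high inhibitor control for full effect; nearly all actives have a fitted effect of over 50% in size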
#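 Lithium-sensitised IP1 accumulation assay; M1-expressing CHO cells treated 30 min at 37C with compound. Competitive antibody detection by time-resolved FRET followed a 10 min room-temperature lysis step.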
# NPSR antagonist: blocks cAMP signaling of the human neuropeptide S receptor; Q6W5P4; CHO-NPSR cells, cAMP TR-FRET, antagonist mode; Potency, µM (top dose mostly 38.3 µM), for the others: at the highest dose activity change, negative = inhibition, hits mostly inhibitors; 220,000 tested, 1% active; AID 1461; further: potency means the concentration at half of the fitted maximal effect; on the % scale 0 is the no-effect control and ±100 the full control effect; nearly all actives have a fitted effect of over 50% in size; many of its hits are not listed in these tables
# Target sequence (Q6W5P4 whole entry, looked up): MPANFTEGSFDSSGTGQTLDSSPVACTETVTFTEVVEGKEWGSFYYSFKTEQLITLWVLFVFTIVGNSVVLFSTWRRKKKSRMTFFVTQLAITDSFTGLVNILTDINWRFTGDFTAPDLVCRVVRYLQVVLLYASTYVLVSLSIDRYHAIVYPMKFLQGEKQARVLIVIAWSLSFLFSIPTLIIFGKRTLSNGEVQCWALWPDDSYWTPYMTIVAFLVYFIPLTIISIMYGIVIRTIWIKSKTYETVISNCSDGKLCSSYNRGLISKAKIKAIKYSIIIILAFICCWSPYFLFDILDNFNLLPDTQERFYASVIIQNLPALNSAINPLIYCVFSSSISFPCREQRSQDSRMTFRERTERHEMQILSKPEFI
# Luc counter: counter-screen: inhibitors of Kinase-Glo firefly luciferase; Potency, µM (top dose mostly 38.3 µM), without a hit: at the highest dose activity change, negative = inhibition, usual class: inhibitors; Kinase-Glo luciferase, ATP luminescence, 8 min; 200,000 tested, 0.28% active; Q27757; further: potency means the concentration at half of the fitted maximal effect; on the % scale 0 is the no-effect control and ±100 the full control effect; nearly all actives have a fitted effect of over 60% in size
#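 Recombinant Kinase-Glo luciferase, 10 uM ATP (linear range), luciferin; imidazole pH 7.2 / KCl / MgCl2 / Tween / BSA buffer; 8 min RT; luminescence.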
# Epigenetic derep: regulators of epigenetic silencing causing reporter derepression in mouse cells. murine LDR cells, GFP reporter derepression, 30 h. Potency, µM (series often up to 53.9 µM), inactives show at the highest dose GFP activation, actives largely listed as activators. 280,000 tested, 0.2% active. AID 1865; further: potency means the concentration at half of the fitted maximal effect; % of control where 0% means no effect; nearly all actives have a fitted effect of over 60% in size
#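 Readout is the number of GFP-expressing murine LDR cells, counted by cytometry following washing. Cells were treated with compound for 30 h at 37 C; the stably integrated CMV-GFP locus is normally silent.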
# CBFb-RUNX1 inh: blocks binding between human CBF-beta and RUNX1; Q01196+Q13951; 230,000 tested, under 10 active; AlphaScreen CBFb-His/RUNX1-biotin binding, biochemical; AID 1477; Potency, µM (doses to about 59.8 µM), for the others: at the top dose activity, negative = inhibition, hits mostly inhibitors; further: % of control where 0% means no effect
# Target sequence (Q01196 whole entry, looked up): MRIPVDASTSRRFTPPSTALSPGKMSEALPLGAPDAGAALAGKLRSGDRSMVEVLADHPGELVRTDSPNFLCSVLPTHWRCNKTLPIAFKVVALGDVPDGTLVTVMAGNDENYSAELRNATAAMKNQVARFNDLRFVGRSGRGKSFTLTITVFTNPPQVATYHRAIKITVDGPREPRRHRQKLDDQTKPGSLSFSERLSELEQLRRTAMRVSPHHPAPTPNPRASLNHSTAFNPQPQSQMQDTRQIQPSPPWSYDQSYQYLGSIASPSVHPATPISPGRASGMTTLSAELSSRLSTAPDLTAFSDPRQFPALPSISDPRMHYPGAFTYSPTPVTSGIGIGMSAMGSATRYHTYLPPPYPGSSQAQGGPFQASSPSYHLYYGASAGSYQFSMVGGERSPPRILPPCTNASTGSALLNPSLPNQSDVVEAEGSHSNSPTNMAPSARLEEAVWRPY
# Target sequence (Q13951 whole entry, looked up): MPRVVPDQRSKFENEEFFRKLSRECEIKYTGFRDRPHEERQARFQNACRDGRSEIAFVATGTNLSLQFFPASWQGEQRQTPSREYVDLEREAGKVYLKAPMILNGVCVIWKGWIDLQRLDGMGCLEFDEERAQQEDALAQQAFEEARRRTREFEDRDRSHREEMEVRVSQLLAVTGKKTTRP
#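 AlphaScreen proximity signal reports loss of binding between His-tagged CBF-beta and biotin-labelled RUNX1, each at 30 nM. Proteins are pre-associated for 20 minutes, compounds added for 15 minutes, then beads for 90 minutes, all at ambient temperature.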
# HTT aggregate: reduces HttQ103-GFP aggregates in PC12 cells; PC12 HttQ103-GFP aggregates, Acumen cytometry, 40 h; Potency, µM (doses to about 46.1 µM), inactives show at the top dose activity change, negative = inhibition, most hits filed as inhibitors; 220,000 tested, 1.1% active; AID 1688; further: potency means the concentration at half of the fitted maximal effect; on the % scale 0 is the no-effect control and ±100 the full control effect; nearly all actives have a fitted effect of over 60% in size
#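 Aggregates are detected as GFP objects 1–25 µm with signal 6 STDEV over background in lysates of induced PC12 cells. These carry Huntingtin exon 1 with 103 glutamines fused to GFP under an ecdysone promoter; compounds titrated.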
# Starred values were filed as active, the others as inactive; ? = inconclusive; . = not tested or not shown; & = joins results of further samples; [ ] = remark or other dose. Unless noted, the call rests on the fitted dose curve; in most records, active means well fitted curve in the direction sought with a large enough effect; inconclusive means small, poorly fitted or top-dose-only effect, or another doubt; inactive means no such curve, though single readings can be large; an effect the other way counts as inactive or inconclusive. A portion of the library; rates above refer to the full screens.
item | SMILES | Epigenetic derep | IMPase Li cell | Luc counter | CBFb-RUNX1 inh | HTT aggregate | Lamin A splicing | NPSR antagonist
1 | CN1CC(c2ccccc2Cl)C2(COc3ccccc3C2=O)C12C(=O)Nc1ccccc12 (configuration not stated) | -1.1% | 24%[38.3 µM] | -1% | 1% | ? | ? | ?
2 | N#CC1=C(SCc2ccc(C#N)cc2)N=C(N)C(c2nc(-c3ccccc3)cs2)C12CCCCC2 (configuration not stated) | 0.9% | 14%[38.3 µM] | -1% | -11% | -21% | ? | 4µM*
3 | COc1ccc(C(=O)NC(=S)N2CCCCC2)cc1[N+](=O)[O-] | 0.0% | 0% | 1% | -7% | -12% | ? | 1%
4 | CCc1ccc2nc(SCC(=O)Nc3ccccc3N3CCOCC3)c(C#N)cc2c1 | ? | . | . | 0% | -37%[9.22 µM] | . | -41%
5 | Cc1nc(CS(=O)(=O)c2ccccc2)cc(Sc2ccc(Cl)cc2)n1 | -11% | 15%[38.3 µM] | 3% | -6% | ? | -5% | -19%[46.1 µM]
6 | Cc1noc(C)c1COc1ccc(CC(=O)NC2CCCCCC2)cc1 | -2.2% | -1% | 0% | 8% | -19% | ? | -21%
7 | COc1ccc(C2CC(C)=C(C#N)S(=O)(=O)C2C#N)cc1 (configuration not stated) | -1.0% | . | . | -4% | -5%[9.22 µM] | . | 13%
8 | Nc1ccc(C(=O)OCC(=O)NC2CCS(=O)(=O)C2)cc1[N+](=O)[O-] (configuration not stated) | -0.3% | . | . | 8% | 2%[9.22 µM] | . | -19%
9 | CCOC(=O)C1Cn2c(nc3c(c2=O)C(C)(CC)Cc2ccccc2-3)S1 (configuration not stated) | 1.1% | 39%[activator][38.3 µM] | 2% | 14% | -26% | ? | ?
10 | CO/N=C(/C(=O)N[C@@H]1C(=O)N2C(C(=O)O)=C(COC(N)=O)CS[C@H]12)c1ccco1 | . | 12% | . | 18%[21.7 µM] | 15% | ? | .
11 | CC1S/C(=N/N=C/c2cccc([N+](=O)[O-])c2)NC1=O (configuration not stated) | 2.1% | . | . | -11% | 5%[9.22 µM] | . | -18%
12 | O=C(N/N=C/c1ccncc1)c1nc2ccccc2c(=O)[nH]1 | 2.4% | . | . | -1% | 3%[9.22 µM] | . | 7%
13 | C=CCOc1ccc(CNC(C)(C)CO)cc1OC | 1.0% | 11%[38.3 µM] | -4% | 3% | -7% | 10% | -6%[46.1 µM]
14 | COc1cc(NC(=O)c2ccc([N+](=O)[O-])cc2)c(OC)cc1NC(=O)CC(C)C | -0.8% | -11% | 10% | 2% | -3% | . | 12%
15 | O=S(=O)(NCCc1csc(-c2ccccc2)n1)c1cccnc1 | -1.0% | . | . | -2% | -17%[9.22 µM] | . | -5%
16 | CCOC(=O)c1nnn(-c2nn3nnnc3c3ccccc23)c1C | 1.2% | 13%[38.3 µM] | -2% | 5% | 26% | -19% | -23%[46.1 µM]
17 | CC(=O)Nc1ccc(NC(=O)c2ccc(Cn3cc(Cl)cn3)cc2)cc1 | 0.0% | -4% | 3% | 0% | ? | -4% | 4%[46.1 µM]
18 | Cc1ccc(-c2cc(C(=O)NCCCn3ccnc3)c3ccccc3n2)s1 | -1.8% | -3% | -3% | -7% | -15% | ? | 1%
19 | COc1ccc(-c2ccc(SCC(=O)NCc3ccco3)nn2)cc1OC | -0.3% | 14%[38.3 µM] | -2% | 1% | 5% | 3% | -15%[7.67 µM]
20 | CC(C)NC(=O)c1ccc2c(=O)n(Cc3ccco3)c(=S)[nH]c2c1 | 1.0% | -3%[38.3 µM] | 0% | 2% | 5% | 12% | -4%[46.1 µM]
21 | Cc1ccc(N2CCCCn3c2nc2c3c(=O)n(CC(=O)O)c(=O)n2C)cc1 | -2.0% | . | . | 4% | 9% | 2% | -11%[46.1 µM]
22 | COc1ccc(CC(=O)NNS(=O)(=O)c2ccc(F)cc2)cc1OC | -1.0% | 9% | 0% | 8% | 11%[9.22 µM] | . | -5%
23 | CS(=O)(=O)c1ccc2nc(NC(=O)c3ccc(NS(=O)(=O)c4ccc(F)c(F)c4)cc3)sc2c1 | -1.2% | . | . | -2% | -2%[9.22 µM] | . | -55%
24 | CCOc1cc(S(=O)(=O)NC2CCCCC2)ccc1F | 0.7% | 33%[activator][38.3 µM] | -4% | -2% | ? | -3% | -22%[46.1 µM]
25 | CCc1nc2sccc2c(=O)n1N | 1.1% | -9% | 0% | 13% | -25% | ? | 26%
26 | O=C(O)CCC(=O)NCc1cn(-c2ccccc2)nc1-c1cccc(Br)c1 | -0.9% | 1% | 5% | -1% | 0% | 13% | -14%
27 | CCSc1nnc2c(n1)OC(C)(C)Nc1ccccc1-2 | -3.1% | -11%[38.3 µM] | -9% | 7% | -8% | 0% | -21%[46.1 µM]
28 | COc1cccc(-c2nnc(Nc3nc4c(F)cccc4s3)o2)c1 | 1.4% | -22% | -2% | -5% | 7% | -22% | 5%[46.1 µM]
29 | Fc1ccc(N2CCN(Cc3c[nH]c4ccccc34)CC2)cc1 | 0.0% | . | . | -10% | -20%[9.22 µM] | . | -5%
30 | CC(C)(C)N/N=C/c1cc(Cl)cc([N+](=O)[O-])c1O | 5.7% | 6% | -8% | 3% | -5% | ? | -19%
31 | Cc1csc(N/N=C/c2ccc(O)c([N+](=O)[O-])c2)n1 | 5.7% | 31%[activator][38.3 µM] | 2% | ? | . | ? | 10µM*
32 | O=S(=O)(Nc1ccc(Cl)cn1)c1cnc(Cl)c(Br)c1 | -1.1% | . | . | 0% | 17%[9.22 µM] | . | -19%
33 | Fc1cccc(CCN2C(=S)NC[C@@H]2Cc2ccccc2)c1 | 0.7% | 5% | . | 0% | 5%[9.22 µM] | . | 48%
34 | COc1ccc(NCc2nc3ccccc3n2CCOc2ccc(C)cc2)cc1 | 0.4%&0.0% | 15% | 2% | ? | ? | ? | -12%
35 | CC1CCCN(c2ccc(C(=O)Nc3cccnc3)cc2[N+](=O)[O-])C1 (configuration not stated) | 0.0% | 5% | 3% | -13% | -15% | -26%[46 µM] | -22%
36 | COc1ccc(CSc2ncnc3sccc23)cc1F | 1.3% | 18% | . | 5% | -7% | . | -14%
37 | CC(C)C(NS(=O)(=O)c1cc(C(=O)O)ccc1Cl)C(=O)O (configuration not stated) | -1.5% | 1% | 4% | 2% | -5% | -7%[46 µM] | 7%
38 | Cc1ccc(S(=O)(=O)c2c(N)n(/N=C/c3ccco3)c3nc4ccccc4nc23)cc1 | 0.1% | -6%[38.3 µM] | -4% | -27% | -25% | 19% | -30%[46.1 µM]
39 | O=C(CC12CC3CC(CC(C3)C1)C2)NCCN1CCOCC1 | 0.0% | 1%[38.3 µM] | 0% | 9% | -13% | 0% | -3%[46.1 µM]
40 | COC(=O)N1N=C(c2ccc(Br)cc2)CC1(O)C(F)(F)F (configuration not stated) | 0.0% | 0% | -1% | 5% | -10% | -8% | 1%

# Brought forward from above: 3 compounds, followed by the next part.
item | SMILES | Epigenetic derep | IMPase Li cell | Luc counter | CBFb-RUNX1 inh | HTT aggregate | Lamin A splicing | NPSR antagonist
38 | Cc1ccc(S(=O)(=O)c2c(N)n(/N=C/c3ccco3)c3nc4ccccc4nc23)cc1 | 0.1% | -6%[38.3 µM] | -4% | -27% | -25% | 19% | -30%[46.1 µM]
39 | O=C(CC12CC3CC(CC(C3)C1)C2)NCCN1CCOCC1 | 0.0% | 1%[38.3 µM] | 0% | 9% | -13% | 0% | -3%[46.1 µM]
40 | COC(=O)N1N=C(c2ccc(Br)cc2)CC1(O)C(F)(F)F (configuration not stated) | 0.0% | 0% | -1% | 5% | -10% | -8% | 1%
41 | COc1ccc(C(=O)NCC(c2cccnc2)N2CCN(c3ccccc3OC)CC2)cc1OC (configuration not stated) | 0.0% | 8%[38.3 µM] | 0% | 6% | 1% | -21% | -4%[46.1 µM]
42 | CCOC(=O)C1=C(N)N2C(=O)C(C)SC2=C(C(=O)OC)C1c1cccc(OC)c1 (configuration not stated) | -1.7% | 1%[38.3 µM] | 0% | -6% | 1% | -3% | -14%[46.1 µM]
43 | CC1CCCCN1C(=O)c1cc(-c2ccc(Cl)c(Cl)c2)on1 (configuration not stated) | -1.0% | 12%[38.3 µM] | -2% | 7% | ? | ? | -22%[46.1 µM]
44 | COc1cccc(-c2nnc(SCC(=O)Nc3ccc(S(N)(=O)=O)cc3)n2C)c1 | 0.0% | -2%[38.3 µM] | 0% | -2% | 0% | 8% | 9%[46.1 µM]
45 | CC(=O)OCCN(C)c1cc(SC(C)C)c2nonc2c1[N+](=O)[O-] | ? | 9% | 0% | 4% | ? | ? | -23%
46 | Cc1cc(N2C(=O)CCC2=O)n(-c2ccccc2)n1 | 0.0% | 6% | 1% | 12% | 0% | -5% | 22%[46.1 µM]
47 | Cc1ccc(N2C(=O)C3C=NNC3C2=O)cc1 (configuration not stated) | ? | -2% | 4% | -1% | 9%[9.22 µM] | . | 15%
48 | CCOc1cc(N2CCOCC2)c(OCC)cc1NC(=O)CN1CCN(Cc2ccc3c(c2)OCO3)CC1 | 0.9% | 7% | 0% | -2% | 4% | 9%[46 µM] | -20%
49 | Cc1ccc(C)c(NC(=O)CSc2nnc(-c3ccncc3)n2N)c1 | -0.7% | -3%[38.3 µM] | -1% | -2% | -15% | -5% | 8%[46.1 µM]
50 | O=C(Nc1cccnc1)c1cccc(S(=O)(=O)N2CCc3ccccc32)c1 | 0.0% | -1% | 1% | 6% | -14%[9.22 µM] | -15%[46 µM] | -15%
51 | O=C(NCC1OCCc2ccccc21)c1ccc(NC(=O)c2ccc(Cl)cc2Cl)cc1 (configuration not stated) | -1.0% | 6% | 1% | -4% | 5% | -6% | -14%
52 | O=C(c1ccco1)N1CCN=C1SCc1ccc(F)cc1 | 0.0% | 8%[38.3 µM] | 0% | 7% | -8% | -13% | -8%[46.1 µM]
53 | Cn1cccc1/C=C1\SC(=S)N(NC(=O)c2ccccc2O)C1=O | -1.0% | . | . | ? | 4%[9.22 µM] | . | -18%
54 | Cc1ccc(COCCN2CCN(S(=O)(=O)c3ccc(C)cc3)CCC2=O)cc1 | -0.9% | 6% | 3% | -2%[2.36 µM] | -9% | ? | 6%

# Values by screen from the list:
# HTT aggregate, nos. 51–54: 5%, -8%, 4%[9.22 µM], -9%
# NPSR antagonist, nos. 51–54: -14%, -8%[46.1 µM], -18%, 6%
# Luc counter, nos. 51–54: 1%, 0%, ., 3%

# NPSR antagonist: hit marks shown above.
no.	SMILES	CBFb-RUNX1 inh	HTT aggregate	Lamin A splicing	NPSR antagonist
2	N#CC1=C(SCc2ccc(C#N)cc2)N=C(N)C(c2nc(-c3ccccc3)cs2)C12CCCCC2 (configuration not stated)	-11%	-21%	?	4µM*
31	Cc1csc(N/N=C/c2ccc(O)c([N+](=O)[O-])c2)n1	?	.	?	10µM*
